West Nile virus CPE = inhibition of WNV-induced cytopathic effect – cell-based, CPE readout (AID 1621); West Nile virus-infected cells, CPE inhibition; higher % means a stronger effect; CPE inhibition, % at 10 µM; hits with a dose series show IC50 in µM; hit rate 0.02% among 290,000; in the data active = a potency from the dose series; inconclusive = CPE inhibition mostly from about 3.7% at the one dose, without a potency; inactive = the rest, 99 in 100 with CPE inhibition below about 2.2%; note: strong numbers were not always called active
GPR35 arrestin U2OS = GPR35 antagonists blocking zaprinast-driven arrestin recruitment, primary screen, imaging, U2OS, beta-arrestin-GFP, zaprinast agonist (AID 2058). U2OS GPR35 beta-arrestin-GFP translocation imaging, zaprinast antagonism; higher % means a stronger effect. one-dose inhibition, % at 10 µM; IC50 in µM for titrated hits. hit rate 0.052% among 290,000;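 active = inhibition of at least 50% with at least 30 cells and total cytoplasm GFP at most 10,000,000; inconclusive = under 30 cells or total GFP of 10,000,000 plus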
LYP inhibition = PTPN22 lymphoid phosphatase activity blockers – biochemical, fluorescence intensity, uHTS (AID 1779). recombinant LYP phosphatase, fluorescence intensity; higher % means a stronger effect. inhibition, % at 11.5 µM; hits with a dose series show IC50 in µM. hit rate 0.054% among 290,000; in the data active = inhibition above about 50%;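 note: plate controls were vehicle with enzyme for no effect and no enzyme for full effect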
PhoP inhibition = inhibitors of PhoP regulon expression, primary screen, Salmonella Typhimurium, GFP reporter (AID 1863) | inhibition, % at 50 µM, or IC50 in µM where a hit was titrated | hit rate 0.16% among 300,000 | S. Typhimurium PhoP-regulated promoter GFP reporter, 4 h; higher % means a stronger effect;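 active = inhibition over 29.93%, a cutoff 3 SD above the screen mean, later confirmed by dose response; inconclusive = inhibition over 29.93% but no dose response follow-up; inactive = inhibition at most 29.93% or unconfirmed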;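 note: 0% = low Mg2+ inducing control and 100% = high Mg2+ repressing control; strong numbers were not always called active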
SV40 large T antigen = SV40 large T antigen inhibitors, biochemical (AID 1903); hit rate 0.39% among 310,000; SV40 large T antigen ATPase/helicase inhibition assay; higher % means a stronger effect; inhibition, % at 20 µM; hits with a dose series show IC50 in µM; in the data active = a potency from the dose series; inconclusive = inhibition mostly from about 32% at the one dose, without a potency; inactive = the rest, 99 in 100 with inhibition below about 32%; note: strong numbers were not always called active
CSM14.1 death rescue = rescue of cells from ER stress-induced death, primary screen, 384-well, CSM14.1, thapsigargin, ATP luminescence (AID 1222) | CSM14.1 thapsigargin-induced death rescue, ATP luminescence; higher % means a stronger effect | one-dose cellular ATP content (survival), % at 20 µM; EC50 in µM for titrated hits | 190,000 tested, under 10 active;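 active = EC50 below 50 µM in the dose-response confirmation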;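 note: death triggered by thapsigargin at about 15 µM added after 2 h compound pretreatment; cell ATP read after overnight thapsigargin exposure of roughly 18 to 22 hours; normalized against plate controls of thapsigargin alone and 5% DMSO vehicle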
MgcRacGAP inhibition = MgcRacGAP GTPase-activating activity inhibitors, confirmation, biochemical, ADP Hunter fluorescence. MgcRacGAP-stimulated Rac1 GTP hydrolysis, ADP Hunter fluorescence; higher % means a stronger effect; GST-tagged Rac1 F28L mutant substrate. inhibition, % at 30 µM, or IC50 in µM where a hit was titrated. hit rate 0.6% among 340,000. AID 624330;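 active = first-screen hits whose inhibition reached a set limit at any dose in the follow-up dose series; inconclusive = inhibition above the set first-screen limit but never retested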;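 note: fluorescence reports GDP produced by GAP-driven GTP hydrolysis; strong numbers were not always called active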
NS5 inhibitors = flavivirus cap methylation enzyme inhibition – biochemical, confirmation dose response, primary screen (AID 588689); Dengue-2 NS5 methyltransferase capping enzyme assay, biochemical; higher % means a stronger effect; inhibition, % at 25 µM; hits with a dose series show IC50 in µM; hit rate 0.3% among 340,000; in the data active = a potency from the dose series; inconclusive = inhibition above about 29% without an active follow-up result
RSV CPE inhibition = inhibition of RSV-induced cytopathic effect – HEp-2 cells, primary 10 µM value included (AID 2391). HEp-2 cells, RSV-induced CPE inhibition; higher % means a stronger effect. CPE inhibition, % at 10 µM, or IC50 in µM where a hit was titrated. hit rate 0.13% among 310,000; in the data active = a potency from the dose series; inconclusive = CPE inhibition mostly from about 23% at the one dose, without a potency; inactive = the rest, 99 in 100 with CPE inhibition below about 21%; note: strong numbers were not always called active
NS5 inhibitors pilot replicate = recorded beside NS5 inhibitors, whose call it bears; inhibition, %; measured here: pilot screen replicate inhibition
* hit, by the source's call; u = inconclusive; x = no result given.

SMILES | West Nile virus CPE | GPR35 arrestin U2OS | LYP inhibition | PhoP inhibition | SV40 large T antigen | CSM14.1 death rescue | MgcRacGAP inhibition | NS5 inhibitors | RSV CPE inhibition | others
Cc1ccc2nc(-c3cc(-c4ccccc4)no3)cn2c1 | -0.2% | -12% | -7% | -12% | 22% | x | 13% | 5% | x
CCOC(=O)c1c(/N=C/N(C)C)sc(C)c1C | 0.1% | 4% | 0% | -5% | 10% | x | 11% | 1% | 6.6%
CN1CCC(C2(O)c3ccccc3CSc3sccc32)CC1 (stereo not drawn) | 0.3% | 9% | -8% | 3% | 12% | 1.3% | -1% | 2% | -0.4%
Cc1nc(Nc2ccc3c(c2)OCO3)c2oc3ccccc3c2n1 | 0.2% | 9% | -5% | -8% | 25% | -0.2% | 11% | 0% | 8.7%
CCOc1cc(/C=C(\C#N)c2nc3ccccc3[nH]2)ccc1OC(C)C(=O)O (stereo not drawn) | -0.5% | 9% | 1% | -9% | 8% | x | 8% | 1% | 2.4%
CC(Sc1nnnn1-c1ccc(O)cc1)c1nc2ccccc2c(=O)[nH]1 (stereo not drawn) | 0.0% | 2% | -6% | -7% | 9% | x | 8% | 0% | 0.8%
CCOC(=O)C1=C(c2ccccc2)Nc2nc(C)nn2C1c1cccc(OC)c1OC (stereo not drawn) | -0.5% | 5% | -2% | 0% | -1% | -2.2% | 4% | -3% | 4.8%
CCOc1ccc(NC(=O)CN(C)CC(=O)Nc2ccc(Br)cc2F)cc1OCC | -0.2% | 2% | -1% | 4% | 2% | -0.2% | 2% | -5% | 3.5%
CC(=O)Nc1ccc(OC(=O)COc2ccc(Br)cc2)cc1 | 0.1% | 13% | -7% | -9% | 9% | 1.8% | 4% | -5% | 0.5%
COc1ccccc1OCc1nc(C#N)c(N2CCC(C(N)=O)CC2)o1 | 0.8% | -6% | -7% | -8% | 7% | 4.9% | 8% | 7% | 1.8%
COc1ccc(C(=O)Nc2c(Cl)cc(Cl)cc2C(=O)NCc2ccco2)cc1 | 0.1% | 10% | -4% | 4% | 8% | -2.9% | 11% | -6% | 2.7%
COc1ccc(C2=NN(C(=O)c3cccc([N+](=O)[O-])c3)C(c3cccc([N+](=O)[O-])c3)C2)cc1 (stereo not drawn) | 0.8% | 4% | 10% | -5% | -1% | -2.9% | -2% | -1% | 3.4%
Cc1ccsc1C(=O)N[C@@H](C)c1nnc2ccccn12 | 0.3% | 10% | -7% | 2% | 6% | x | 7% | -1% | 1.2%
Cc1cccc(-n2ccc(=O)c(C(=O)Nc3ccc(S(=O)(=O)N4CCOCC4)cc3)n2)c1 | 0.3% | 5% | 4% | -8% | 9% | x | 2% | 0% | 1.1%
CCn1c(SCC(=O)Nc2ncc(C(F)(F)F)cc2Cl)nnc1-c1cccc(C)c1 | 0.1% | -4% | -6% | 13% | 4% | -0.8% | 10% | -4% | 1.4%
CCO/C=C1/C(=O)N(c2ccccc2OC)C(=O)c2ccccc21 | 0.0% | -2% | -8% | 9% | -10% | 1.5% | -3% | -6% | 0.2%
COCCn1c(=O)[nH]c2cc(C(=O)N3CCN(c4cccc(Cl)c4)CC3)ccc2c1=O | -0.8% | -8% | -4% | 5% | -3% | x | -2% | -3% | 10%
CCOC(=O)CC1(CC(=O)OCC)NC(=O)c2c(C)sc(C(=O)OCC)c2N1 | -0.2% | -2% | -3% | -10% | -4% | x | 12% | -5% | -1.2%
CCOc1ccc(CCNC(=O)COC(=O)c2ccc(Cl)nc2)cc1OCC | x | x | x | -6% | 16% | x | 3% | 4% | 1.1%
CC(NC(=O)COC(=O)c1ccc2c(c1)S(=O)(=O)N=C1CCCCCN12)C12CC3CC(CC(C3)C1)C2 (stereo not drawn) | 0.0% | 11% | -10% | -9% | 6% | -2.2% | 5% | -5% | 0.6%
COc1ccc(OC)c2[nH]c(C(=O)O)cc12 | 0.3% | 12% | -6% | 0% | 7% | -2.2% | 6% | -3% | -0.2%
COc1ccc(C(=O)NNS(=O)(=O)c2ccc(OC)cc2)cc1 | -0.8% | 17% | -6% | 5% | 3% | x | 4% | -10% | 1.1%
COc1cc(OC)c2c(c1)C(=O)OC2 | 0.6% | -7% | 4% | 12% | 14% | -1.7% | 9% | -9% | 0.5%
CN(C)CCN=c1cc(-c2ccccc2)oc2ccc(Cl)cc12 | -0.5% | -12% | 2% | -7% | 19% | -1.1% | 7% | -17% | x
Cc1cc(C)nc(N2CCCC(C(=O)NC3CCCC3)C2)n1 (stereo not drawn) | -0.3% | 13% | -3% | -5% | 11% | -1.4% | 0% | 3% | 1.4%

No new results follow: two of the compounds above.
SMILES | West Nile virus CPE | GPR35 arrestin U2OS | LYP inhibition | PhoP inhibition | SV40 large T antigen | CSM14.1 death rescue | MgcRacGAP inhibition | NS5 inhibitors | RSV CPE inhibition | others
Cc1ccc2nc(-c3cc(-c4ccccc4)no3)cn2c1 | -0.2% | -12% | -7% | -12% | 22% | x | 13% | 5% | x
CCOC(=O)c1c(/N=C/N(C)C)sc(C)c1C | 0.1% | 4% | 0% | -5% | 10% | x | 11% | 1% | 6.6%

Next part.
SMILES | West Nile virus CPE | GPR35 arrestin U2OS | LYP inhibition | PhoP inhibition | SV40 large T antigen | CSM14.1 death rescue | MgcRacGAP inhibition | NS5 inhibitors | RSV CPE inhibition | others
C/C(=N\NC(N)=S)c1ccc(Cl)s1 | 0.8% | 22% | 4% | 13% | 14% | 0.9% | 15% | -8% | 12%
CN1C[N+]([O-])=C(c2ccccc2)C1(C)C | -0.4% | 6% | -3% | -3% | 2% | -0.4% | 12% | -4% | 1.6%
OC(CNC1CCCC1)COc1ccccc1Br (stereo not drawn) | 0.4% | 1% | 0% | -1% | 4% | x | 14% | -3% | 0.3%
C=C(C)C(=O)Nc1ccc(OC(F)(F)C(F)F)c(NC(=O)C(=C)C)c1 | 1.8% | 1% | 2% | 4% | 11% | -1.9% | 1% | -1% | 1.7%
O=C(Cn1cc(C(F)(F)F)ccc1=O)N1CCN(S(=O)(=O)c2ccccc2)CC1 | 0.1% | 3% | -2% | -1% | 0% | -0.8% | 6% | 4% | 0.6%
CCOc1cc(C2C(C(C)=O)=C(C)Nc3ncnn32)ccc1O (stereo not drawn) | -0.6% | -4% | -5% | -1% | 2% | x | 9% | 1% | 3.5%
COc1ccccc1OCC(=O)N/N=C1\CCCCc2ccccc21 | -0.2% | 16% | -2% | -7% | 4% | x | 10% | -2% | 22%
CC1CCc2c(sc(NC(=O)CN3CCN(C(=O)c4ccco4)CC3)c2C#N)C1 (stereo not drawn) | -0.3% | -12% | -4% | -6% | 10% | 4.5% | 6% | -4% | 18%
CCn1c(/C=C/c2ccc(F)cc2)nc2ccccc2c1=O | -0.8% | -10% | -5% | 3% | 2% | x | 9% | -2% | 12%
CCOC(=O)N1CCC(NC(=O)Cn2nc(Cc3ccncc3)c3ccccc3c2=O)CC1 | 0.0% | -6% | -6% | 6% | -1% | 3.0% | 1% | -3% | 1.2%
CC(C)Oc1ccc(Cn2c(-c3ccco3)n[nH]c2=S)cc1 | 0.7% | 19% | -4% | 5% | 19% | -1.8% | 28% | 18% | 3.6%
COc1ccc(OC2C(=O)N(Cc3ccc(F)cc3)C2c2cc(OC)c(OC)c(OC)c2)cc1 (stereo not drawn) | -0.8% | -16% | -2% | -3% | 3% | -1.8% | 10% | -4% | 2.0%
COc1cccc(C(=O)N2CCC(C(=O)NCc3ccco3)CC2)c1 | -0.1% | 0% | -5% | -3% | 5% | x | 0% | -2% | 1.0%
Cc1ccccc1Nc1ccc2nonc2c1[N+](=O)[O-] | -0.6% | 0% | -4% | 14% | 3% | x | 10% | -1% | 1.6%
Cc1cc(C)c(C(=O)CSc2nnc(-c3cccnc3)n2C)c(C)c1 | -0.8% | 2% | -6% | 21% | -5% | -1.4% | 7% | -8% | -0.7%
Nc1ccc(S(=O)(=O)NC2(C(F)(F)F)NC(=O)N(c3ccccc3Cl)C2=O)cc1 (stereo not drawn) | 0.0% | 6% | -4% | -4% | -3% | -0.8% | 3% | -5% | 1.2%
Cc1ccc(S(=O)(=O)NNC(=O)Nc2cccc(C)c2C)c(C)c1 | -0.4% | -16% | -9% | 1% | 13% | x | 12% | -3% | 0.3%
CS(=O)(=O)N(CC(=O)N1CCOCC1)c1ccc2c(c1)OCO2 | -0.1% | 2% | -2% | 1% | 6% | 4.7% | 13% | 2% | 2.4%
O=C(c1ccc(Cl)cc1)c1ccc(OCC(O)CN2CCCCC2)cc1 (stereo not drawn) | -0.9% | 4% | -11% | -5% | 1% | 1.2% | 2% | -1% | 6.8%
Brc1cccc(C2Nc3cccc4cccc(c34)N2)c1 | -1.1% | 12% | -6% | 6% | 7% | x | 22% | 9% | 1.3% | NS5 inhibitors pilot replicate=-3.3
Cc1c(/C=N\NC(=O)c2ccc(F)cc2)cnn1C | 0.2% | 10% | -8% | 0% | 14% | 0.1% | 6% | -12% | 3.0%
NC(=O)c1ccccc1NS(=O)(=O)Cc1ccccc1 | 0.5% | -6% | -5% | 9% | -3% | -1.1% | 12% | 5% | 1.2%
CCOc1cc(C(=O)OCC(=O)Nc2cc(C)on2)cc(OCC)c1OCC | -0.6% | -6% | -6% | -5% | 4% | -1.4% | 9% | -3% | 0.7%
CCC(CC)C(=O)Nc1cccc(C(=O)NCCc2ccc(S(N)(=O)=O)cc2)c1 | 0.6% | 1% | -3% | 2% | 9% | -1.4% | -7% | 1% | 0.9%
CCOC(=O)CNC(=O)CSc1nc(C)cc(C)c1C#N | 0.4% | 5% | -4% | 8% | 3% | -2.1% | 8% | -9% | 1.7%
SMILES | West Nile virus CPE | GPR35 arrestin U2OS | LYP inhibition | PhoP inhibition | SV40 large T antigen | CSM14.1 death rescue | MgcRacGAP inhibition | NS5 inhibitors | RSV CPE inhibition | others
CN(C)C(CNC(=O)c1cccs1)c1cccnc1 (stereo not drawn) | -0.3% | -8% | 2% | -10% | 5% | -4.1% | -1% | -6% | 1.5%
CCOc1ccc(-c2nc(CN3CCCCC3CCn3cccn3)c(C)o2)cc1 (stereo not drawn) | -1.5% | -5% | -8% | -9% | 25% | x | 0% | 3% | -1.2%
COc1cc(Cl)c(C)cc1NC(=O)CSc1nnc(CCC(=O)O)c(=O)[nH]1 | 0.1% | 5% | -7% | -3% | 8% | -0.9% | 13% | 3% | -0.3%
CC(C)(C)C(=O)NC(C(N)=O)=C(Cl)Cl | -0.4% | 4% | 0% | -10% | -3% | -1.2% | -1% | -2% | 1.1%
c1ccc(-c2nnc3sc(-c4csc5c4CCCC5)nn23)cc1 | 0.8% | 15% | 3% | -9% | -3% | -0.8% | 7% | -10% | u
CCOP(=O)(OCC)C(Nc1ccccc1)c1ccco1 (stereo not drawn) | -0.3% | -8% | -5% | -3% | 11% | -0.4% | 5% | -9% | 2.1%
CCCCc1ccccc1NC(=S)NC1CCCC1 | -0.1% | -1% | -7% | 1% | 8% | x | 4% | -1% | 0.1%
